Assay outcomes (PubChem)
FEN1 inh: qHTS Assay for the Inhibitors of Human Flap endonuclease 1 (FEN1) | P39748 | Recombinant FEN1 flap cleavage, fluorescence, 15 min | Potency, µM (doses to about 114 µM), inactives show at the highest dose activity change, negative = inhibition, hits mostly inhibitors | hit rate 0.35% among 390,000; note: nearly all actives have a fitted effect of over 65% in size
Target sequence (P39748 whole entry, looked up): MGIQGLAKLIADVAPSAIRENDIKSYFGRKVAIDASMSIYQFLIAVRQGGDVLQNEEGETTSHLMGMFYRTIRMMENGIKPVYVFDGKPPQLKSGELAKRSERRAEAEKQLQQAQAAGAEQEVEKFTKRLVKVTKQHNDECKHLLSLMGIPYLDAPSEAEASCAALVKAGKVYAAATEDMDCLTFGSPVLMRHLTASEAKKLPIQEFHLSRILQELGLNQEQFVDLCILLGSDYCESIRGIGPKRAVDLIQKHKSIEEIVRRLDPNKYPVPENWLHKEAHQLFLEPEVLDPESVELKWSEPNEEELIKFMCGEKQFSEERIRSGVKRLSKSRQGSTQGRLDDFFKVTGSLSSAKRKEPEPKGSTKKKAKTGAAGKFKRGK
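Compounds are tested as a concentration series against 10 nM FEN1; after a 15 min room-temperature preincubation, 50 nM substrate starts cleavage, with plate reads at 0 and 15 min. Normalized responses are fitted by a Hill equation.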
TDP1 cell CPT: qHTS for Inhibitors of human tyrosyl-DNA phosphodiesterase 1 (TDP1): qHTS in cells in presence of CPT | Potency, µM (doses to about 46.2 µM), inactives show top-dose activity change, negative = growth inhibition, usual class: inhibitors | hit rate 12% among 420,000 | chicken DT40 Tdp1-/-;hTDP1 cells + 20 nM CPT, ATP luminescence, 48 h; note: nearly all actives have a fitted effect of over 55% in size
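Chicken DT40 Tdp1-/- cells stably complemented with human TDP1 were seeded at 400 cells/well in medium containing 20 nM camptothecin, exposed to pin-transferred compounds, and grown at 37 °C for at least 48 hr. Viability was read as ATP luminescence.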
N370S GC: qHTS Assay for Inhibitors and Activators of N370S glucocerebrosidase as a Potential Chaperone Treatment of Gaucher Disease; Lysosomal acid glucosylceramidase (Homo sapiens), P04062; Potency, µM (highest dose often 59.4 µM), for inactives: at the highest dose activity change, negative = inhibition, usual class: inhibitors; hit rate 0.092% among 330,000; N370S GC spleen homogenate, 4MU-glucoside fluorescence;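 note: 0% = full enzyme activity and -100% = no enzyme basal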
The depositor's hits bear a star; u = inconclusive; x = not tested or not shown; & = joins results of further samples; [ ] = dose if it differs, or a comment. Calls come from the whole dose curve; as a rule, active = well fitted curve in the direction sought with a large enough effect; inconclusive = small, poorly fitted or top-dose-only effect, or another doubt; inactive = no such curve, though single readings can be large; an effect the other way counts as inactive or inconclusive. Unless noted, % is set by controls: 0 for no effect and ±100 for the full control effect; potency is the fitted concentration of half-maximal effect.

Sequence of screens – FEN1 inh, TDP1 cell CPT, N370S GC
Cc1ccccc1-c1nc(CS(=O)(=O)CC(=O)NCc2ccco2)c(C)o1
→ 5.5%, -17.4%, 0.1%
Cc1ccc(NC(=O)CCn2cccc2)cc1Cl
→ -16.3%, -6.7%, -3.9%
CN1CC(=O)N2[C@H](c3ccc4c(c3)OCO4)c3[nH]c4ccccc4c3C[C@@H]2C1=O
→ -4.0%, -16.8%&-14.2%, -7.7%
CSCCC(NS(=O)(=O)c1ccc(C)cc1)C(=O)NCCc1c[nH]c2ccccc12 (stereo not drawn)
→ -16.9%, u, -17.2%
Oc1c(C(c2ccccc2)N2CCN(c3cccc(Cl)c3)CC2)sc2nc(-c3ccco3)nn12 (stereo not drawn)
→ -24.5%, u, x
Cc1ccc(N2C(=O)C(Cl)=C(NCc3ccccc3)C2=O)c(C)c1
→ -3.1%, -8.1%, 0.9%
CCN(CCCNC(=O)CNC(=O)c1nn(-c2ccc(OC)c(OC)c2)c(=O)c2ccccc12)c1ccccc1
→ -14.3%, u, 3.0%
CCc1ccccc1S(=O)(=O)Cc1ccc(C(=O)NCc2cccs2)o1
→ -5.1%, 18.4µM*, -13.9%
COc1ccc(CNC(=S)N/N=C/c2ccc(O)c(OC)c2)cc1
→ -35.0%, -8.2%, 1.0%
O=C(Cc1cccs1)Nc1nnc(COc2ccccc2)s1
→ -0.8%, -7.2%, x
NC(=O)c1ccccc1N/C=C/C(=O)c1ccccc1
→ -8.9%, 7.8%, 5.0%
CCOC(=O)c1ccccc1NC(=O)c1cccs1
→ -10.8%, 4.0%, 8.9%
Cc1ccc(NC(=O)CN2C(=O)NC(C)(C3CC3)C2=O)cc1S(=O)(=O)N1CCCCC1 (stereo not drawn)
→ 2.1%, u, x
O=C(Nc1ccc(-c2nnn(CC(=O)N3CCN(C(=O)c4ccco4)CC3)n2)cc1)c1ccc(F)cc1
→ -2.1%, -25.5%, 12.2%
CCN1c2ccccc2-n2cccc2C12CCN(C(=O)Nc1ccccc1Br)CC2
→ -9.1%, u, x

(next part)
Sequence of screens – FEN1 inh, TDP1 cell CPT, N370S GC
CCCN(CCC)C(=O)Cn1c(=O)n(-c2ccc(OC)cc2)c(=O)c2ccc(C(=O)NCc3ccc(C)cc3)cc21
→ -11.1%, u, x
COc1ccc(CN2CCNC(=O)C2CC(=O)NC2CCOCC2)cc1C (stereo not drawn)
→ -4.2%, 2.9%, -0.4%
COc1ccccc1NC(=O)CCCCC(=O)Nc1ccccc1OC
→ 7.9%, -4.2%, 2.0%
CC(=O)NC1CCC(OC(=O)Nc2ccccc2)CC1 (stereo not drawn)
→ -5.9%, 0.2%, x
Cc1ccc2nc(-c3cccc(Cl)c3)c(Nc3ccc4c(c3)OCO4)n2c1
→ -7.6%, u, x
Cc1ccc(NCC(=O)N/N=C\c2cccc(O)c2)cc1
→ 13.0%, -17.0%, -29.8%
CCc1ccccc1NS(=O)(=O)c1cc2c(cc1C)n(C)c(=O)c(=O)n2C
→ -5.3%, -22.7%, -29.5%
Cc1cc(C(C)(C)C)oc1C(=O)OCC(=O)NC1CCCCC1
→ -9.3%, u, 11.5%
CN1CCC[C@@H]1CCNC(=O)c1cccc2c1C(=O)c1ccc(N3CCCC3)cc1S2(=O)=O
→ -23.5%, u, x
COC(=O)/C=C\C(C#N)(C#N)N=Cc1ccc(OC)cc1
→ -2.8%, 1.3µM*, x
C/C(CC(=O)Nc1ccc(Cl)cc1Cl)=N\NC(=O)c1ccco1
→ -5.1%, u, 2.2%
Cc1ccccc1NC(=O)COc1ccc(Br)cc1C
→ 2.4%, -8.3%, -10.1%
CCC(C)NC(=O)CNC(=O)c1nn(-c2ccc(OC)cc2)c(=O)c2ccccc12 (stereo not drawn)
→ -3.9%, -11.7%, 3.2%
COc1ccc2[nH]c(C)cc2c1
→ -0.4%, 1.2%, x
CC(C)c1ccc(NC2CCCN(C(=O)C3=NN(C)C(=O)CC3)C2)cc1 (stereo not drawn)
→ -7.1%, -6.0%, -0.6%

Reformatted: 13 of the compounds above.
compound | FEN1 inh | TDP1 cell CPT | N370S GC
COc1ccccc1NC(=O)CCCCC(=O)Nc1ccccc1OC | 7.9% | -4.2% | 2.0%
CC(=O)NC1CCC(OC(=O)Nc2ccccc2)CC1 (stereo not drawn) | -5.9% | 0.2% | x
Cc1ccc2nc(-c3cccc(Cl)c3)c(Nc3ccc4c(c3)OCO4)n2c1 | -7.6% | u | x
Cc1ccc(NCC(=O)N/N=C\c2cccc(O)c2)cc1 | 13.0% | -17.0% | -29.8%
CCc1ccccc1NS(=O)(=O)c1cc2c(cc1C)n(C)c(=O)c(=O)n2C | -5.3% | -22.7% | -29.5%
Cc1cc(C(C)(C)C)oc1C(=O)OCC(=O)NC1CCCCC1 | -9.3% | u | 11.5%
CN1CCC[C@@H]1CCNC(=O)c1cccc2c1C(=O)c1ccc(N3CCCC3)cc1S2(=O)=O | -23.5% | u | x
COC(=O)/C=C\C(C#N)(C#N)N=Cc1ccc(OC)cc1 | -2.8% | 1.3µM* | x
C/C(CC(=O)Nc1ccc(Cl)cc1Cl)=N\NC(=O)c1ccco1 | -5.1% | u | 2.2%
Cc1ccccc1NC(=O)COc1ccc(Br)cc1C | 2.4% | -8.3% | -10.1%
CCC(C)NC(=O)CNC(=O)c1nn(-c2ccc(OC)cc2)c(=O)c2ccccc12 (stereo not drawn) | -3.9% | -11.7% | 3.2%
COc1ccc2[nH]c(C)cc2c1 | -0.4% | 1.2% | x
CC(C)c1ccc(NC2CCCN(C(=O)C3=NN(C)C(=O)CC3)C2)cc1 (stereo not drawn) | -7.1% | -6.0% | -0.6%

The listing continues.
Sequence of screens – FEN1 inh, TDP1 cell CPT, N370S GC
CC(=O)Nc1ccc(NC(=O)c2ccc(Cn3cc(Cl)cn3)cc2)cc1
→ 10.3%, -25.5%, -0.3%
Cc1ccc(C2=NN(C(=O)CCC(=O)O)C(c3cccs3)C2)cc1 (stereo not drawn)
→ 0.0%, -5.1%, -1.3%
COc1ccc(-n2ncc3c(NCCN4CCOCC4)ncnc32)cc1
→ -2.9%, -6.4%, -1.7%
Cc1ccc(C(=O)COC(=O)c2ccc(Br)o2)cc1C
→ -18.9%, -15.3%, 12.7%
COc1cc(/C=N/NC(=O)/C(=C\c2ccc([N+](=O)[O-])cc2)NC(=O)c2ccccc2)cc(OC)c1O
→ -14.5%, -29.9%, 3.4%
Brc1c(-c2ccccc2)nc2n1Cc1ccccc1-2
→ -2.3%, u, 26.1%
CCCc1ccc(C(=O)NNC(=O)c2ccc(Cl)cc2)cc1
→ 3.2%, 4.3%, 23.8%
O=C(NCc1ccccc1)C1CCN(C(=O)c2cnn(-c3ccccc3)c2-n2cccc2)CC1
→ 13.9%, -29.6%, x
COc1ccc(-c2noc(-c3ccco3)n2)cc1OC
→ 1.1%, -9.1%, 4.9%
CCCCC(O)(CCCC)C(=O)NN(C(=O)CCl)c1ccccc1
→ -13.1%, 14.6µM*, 1.7%
CC1CC(C)CN(CC(=O)NCCc2ccc(S(N)(=O)=O)cc2)C1 (stereo not drawn)
→ -6.7%, 0.9%, -1.0%
COCCOC(=O)C1=C(C)NC2=C(C(=O)CCC2)C1c1ccc(N(C)C)cc1 (stereo not drawn)
→ -3.3%, -18.0%, -2.5%
CC(O)(CS(=O)(=O)Cc1ccccc1)C(=O)Nc1ccc(C(F)(F)F)cc1 (stereo not drawn)
→ -10.1%, -6.0%, -0.6%
COc1cccc(-c2cc3nc(-c4ccccc4)cc(N4CCC5(CC4)OCCO5)n3n2)c1
→ -1.6%, u, 17.0%
CC(=O)N/N=C(\C)CC(=O)Nc1ccc2c(c1)OCCO2
→ -0.5%, 23.3%, 0.4%

Further structures:
Sequence of screens – FEN1 inh, TDP1 cell CPT, N370S GC
Fc1ccccc1COc1cccc(/C=N/n2cnnc2)c1
→ -7.6%, -33.7%, 6.2%
OCC#Cc1cnc2ccccc2c1
→ -14.6%, -0.6%, 10.1%
COc1ccc(CNCC(=O)Nc2cccc(S(N)(=O)=O)c2)cc1
→ 2.1%, -3.8%, 7.9%
CC(=O)N(c1cccc(Br)c1)C1C=CS(=O)(=O)C1 (stereo not drawn)
→ 4.6%, -13.4%, 2.0%
CSc1nncc(=O)[nH]1
→ 3.4%, u, -0.4%
COc1ccccc1NC(=O)Cn1nnc(C(=O)NCCc2ccccc2)c1N
→ -14.7%, u, -1.2%
CCC[C@H]1COCCS(=O)(=O)N1Cc1ccc(F)cc1
→ 8.0%, -12.4%, x
C=CCn1c(C)cc(C(=O)COc2nncc3ccccc23)c1C
→ -3.4%, 8.2µM*, 6.2%
Cc1cc(Oc2ccc([N+](=O)[O-])cc2)nc(N2CCOCC2)n1
→ 3.0%, -3.1%, -1.4%
CC(C)(C)N1C(=O)c2ccccc2NC(=O)N1Cc1ccc(Br)cc1
→ -9.8%, -19.7%, 16.9%
Cc1cccc(-n2ncc(Cl)c(Cl)c2=O)c1
→ -5.1%, 5.17µM*, -1.9%
Cc1ccc2oc(-c3cccc(NC(=O)COc4ccc(Cl)cc4C)c3C)nc2c1
→ -3.5%, -0.4%, x
COc1ccc(-c2[nH]c(-c3ccc(Cl)cc3)nc2SCC(=O)Nc2nccs2)cc1
→ -1.2%, 16.4µM*, 13.2%
COCCn1c(SCc2cc(=O)n3ccsc3n2)nnc1-c1ccncc1
→ -3.4%, -2.7%, -3.9%
CNC(=S)N/N=C/c1ccc(OCc2ccccc2)c(Br)c1
→ 9.0%, 9.2µM*, 7.2%

(further entries)
Sequence of screens – FEN1 inh, TDP1 cell CPT, N370S GC
CCC(C)Nc1nc(C)nc2c1oc1ccccc12 (stereo not drawn)
→ -9.8%, 18.4µM*, -1.2%
CN(C)S(=O)(=O)c1cccc(NC(=O)COc2ccc(C(=O)c3ccccc3)cc2)c1
→ -18.7%, 18.4µM*, -4.2%
Cc1c(C)n2c(SCC(=O)NCc3ccc4c(c3)OCO4)nnc2[nH]c1=O
→ -3.8%, 10.7%, 0.1%
CCCc1cc(-c2n[nH]c(=S)n2C(C)c2ccccc2)cs1 (stereo not drawn)
→ -15.1%, -26.4%, 11.7%
CN(CCc1cn[nH]c1)C(=O)C1CCC(=O)N(CC2CCCCC2)C1 (stereo not drawn)
→ -4.2%, -3.3%, -3.7%
Cc1cc(C(=O)NCc2cc(C(=O)O)co2)co1
→ -7.2%, 7.5%, 0.8%
N#C/C(=N\Nc1ccccc1F)c1nc(-c2ccccc2)cs1
→ 3.8%, u, 3.3%
CCOc1ccccc1-n1c(SCC(N)=O)nnc1-c1ccc(O)cc1
→ 6.3%, -12.2%, -1.9%
Cc1cccc(Nc2nc(N)c([N+](=O)[O-])c(NCc3ccco3)n2)c1
→ u, -9.1%, -9.7%
CCN(CCn1cccn1)C(=O)CCc1nnc(-c2ccccc2)o1
→ 1.9%, -23.1%, 2.3%
CS(=O)(=O)N(CC(=O)Nc1ccc(F)c(F)c1)c1cccc([N+](=O)[O-])c1
→ -4.0%, 0.9%, -3.5%
CN(C(=O)CSc1nc2c(c(=O)[nH]1)CCCC2)C1CCCCC1
→ -16.0%, u, 10.9%
Cc1cc(C)c(C#N)c(Sc2ccccc2N)n1
→ 2.5%, -6.1%, 5.0%
CCCN(C(=O)c1cc(S(=O)(=O)N2CCN(CC)CC2)ccc1Cl)C1CCS(=O)(=O)C1 (stereo not drawn)
→ 18.2%, -17.8%, x
CC(C)=Nc1ccccc1C1COC(=O)C1=N (stereo not drawn)
→ -2.5%, 0.3%, -0.4%

Continued.
Sequence of screens – FEN1 inh, TDP1 cell CPT, N370S GC
CN(Cc1ccccc1F)c1nc(-c2cccs2)nc2ccccc12
→ -13.0%, u, 25.0%
COc1ccc(CCn2c(=O)[nH]c3cc(C(=O)NCCCN4CCOCC4)ccc3c2=O)cc1OC
→ -2.6%, u, -10.0%
C/C(=N\NC(=O)CNc1cccc(C(F)(F)F)c1)c1cccs1
→ -9.1%, 9.5%, 0.4%
O=C(Nc1ccc2c(c1)OCO2)Nc1ccc(Cl)cc1Cl
→ -12.5%, u, 21.7%[12.8 µM]
C/C(=N\NC(=O)c1c(Br)cnn1C)c1ccc(NC(=O)c2ccc(F)cc2)cc1
→ 0.4%, u, 3.0%
COc1ccc(S(=O)(=O)N2CCN(Cc3ccco3)CC2)cc1
→ 2.2%, -16.5%, -1.9%

An excerpt; rates above refer to the full screens.
